Source: PubChem BioAssay (National Center for Advancing Translational Sciences (NCATS))
HCMV inh: blocks human cytomegalovirus replication; AID 1259415; activity change, negative = inhibition, % at 57.5 µM; HFF cells, HCMV-luciferase reporter, 72 h; stronger effect = lower value; 410,000 tested, 4.5% active; in the data active = activity change below about -60%; inconclusive = no clear call, values can overlap the other calls; inactive = above about -39%
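Two compound doses tested in HFFs infected with HCMV-luciferase, MOI 1 PFU/cell, 72 h at 37C. Lysate luminescence read with OneGlo; data normalized against buffer-only and 10uM Salinomycin inhibitor controls.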
LmPK inh: LmPK (Leishmania mexicana) enzyme inhibition. purified LmPK, Kinase-Glo ATP luminescence, 1 h. Potency, µM (highest dose often 57.5 µM), inactives show at the highest dose activity change, negative = inhibition, actives largely listed as inhibitors. AID 1721. 290,000 tested, 0.37% active; also: potency is read from the fitted curve at half-maximal effect
Target sequence (Q27686 whole entry, looked up): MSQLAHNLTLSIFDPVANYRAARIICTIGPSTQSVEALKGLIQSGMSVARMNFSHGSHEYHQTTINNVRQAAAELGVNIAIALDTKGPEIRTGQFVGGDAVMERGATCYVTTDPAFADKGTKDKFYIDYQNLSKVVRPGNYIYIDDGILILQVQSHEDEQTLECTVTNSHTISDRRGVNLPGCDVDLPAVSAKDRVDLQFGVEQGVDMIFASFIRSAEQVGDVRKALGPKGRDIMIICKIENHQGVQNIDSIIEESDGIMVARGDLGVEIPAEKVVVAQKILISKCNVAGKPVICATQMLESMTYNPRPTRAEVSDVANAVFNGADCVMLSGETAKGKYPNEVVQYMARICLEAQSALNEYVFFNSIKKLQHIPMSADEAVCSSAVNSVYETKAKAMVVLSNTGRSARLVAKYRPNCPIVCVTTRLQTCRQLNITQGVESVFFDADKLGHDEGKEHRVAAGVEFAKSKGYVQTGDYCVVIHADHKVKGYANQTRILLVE
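Pyruvate kinase activity monitored as ATP production (luciferase luminescence). Conditions: 0.1 nM enzyme, 0.5 mM PEP, 0.1 mM ADP, 1 h, RT; normalized against uninhibited and no-enzyme wells.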
AmpC no deterg: blocks E. coli AmpC beta-lactamase in detergent-free assay. P00811. AmpC nitrocefin hydrolysis, absorbance 480 nm, 0.0001% Triton. Potency, µM (series often up to 57.1 µM), for inactives: at the top dose activity change, negative = inhibition, most hits filed as inhibitors. 330,000 tested, 0.52% active. AID 485341;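 also: potency is read from the fitted curve at half-maximal effect; plate controls were no compound for no effect and no enzyme for full effect; nearly all actives have a fitted effect of over 20% in size; some results filed as inactive show a strong effect at the top dose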
Target sequence (P00811 whole entry, looked up): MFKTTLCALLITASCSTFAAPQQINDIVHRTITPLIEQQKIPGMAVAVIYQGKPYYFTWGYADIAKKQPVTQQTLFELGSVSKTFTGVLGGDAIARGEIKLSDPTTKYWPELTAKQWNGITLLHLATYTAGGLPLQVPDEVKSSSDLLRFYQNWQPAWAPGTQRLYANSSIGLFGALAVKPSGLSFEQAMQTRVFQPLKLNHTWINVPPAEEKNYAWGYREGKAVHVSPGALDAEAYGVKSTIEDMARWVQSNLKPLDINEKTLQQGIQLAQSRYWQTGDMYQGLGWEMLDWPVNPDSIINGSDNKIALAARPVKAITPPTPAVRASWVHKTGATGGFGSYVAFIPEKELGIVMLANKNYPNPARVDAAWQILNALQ
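20 mM phosphate pH 7.0 + 0.01% (detergent screen) or 0.0001% Triton X-100; 5.3 nM AmpC reagent; cpd preinc 15 min RT; nitrocefin (800 uM stock) to start; A480 q20 s × 4 min; Activity was normalised to no-enzyme and no-compound control wells.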
AmpC inh detg: AmpC beta-lactamase inhibition with detergent present; P00811; AmpC hydrolysis of nitrocefin, absorbance 480 nm, 0.01% Triton; Potency, µM (top dose mostly 114 µM), inactives show at the highest dose activity change, negative = inhibition, hits mostly inhibitors; 370,000 tested, 0.041% active; AID 485294;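 also: potency is read from the fitted curve at half-maximal effect; 0% = no-compound wells and -100% = no-enzyme wells; nearly all actives have a fitted effect of over 25% in size; some results filed as inactive show a strong effect at the top dose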
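20 mM phosphate pH 7.0 + 0.01% (detergent screen) or 0.0001% Triton X-100; 5.3 nM AmpC reagent; cpd preinc 15 min RT; nitrocefin (800 uM stock) to start; A480 q20 s × 4 min; Activity was normalised to no-enzyme and no-compound control wells.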
TbPYK inhibitor: inhibitors of Trypanosoma brucei pyruvate kinase; Q57TT1; TbPYK enzyme, Kinase-Glo Plus ATP luminescence, 45 min; Potency, µM (series often up to 76.8 µM), for the others: at the highest dose activity, negative = inhibition, usual class: inhibitors; 410,000 tested, 0.12% active; AID 624173; also: potency is read from the fitted curve at half-maximal effect; nearly all actives have a fitted effect of over 50% in size
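TbPYK + substrate in 50 mM TEA pH 7.2, 100 mM KCl, 10 mM MgCl2, 0.05% BSA, 0.01% Tween-20; cpd pinned; ADP 130 uM final; 45 min RT; Kinase-Glo Plus 10 min; luminescence endpoint.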
AMA1-RON2 inh: AMA1-RON2 (P. falciparum) interaction inhibition; AlphaScreen AMA1-biotinylated RON2 peptide binding; 360,000 tested, 0.2% active; Potency, µM (highest dose often 58.2 µM), for the others: top-dose activity change, negative = inhibition, actives largely listed as inhibitors;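 also: potency is read from the fitted curve at half-maximal effect; 0% = vehicle wells and -100% = peptide control; nearly all actives have a fitted effect of over 45% in size; some results filed as inactive show a strong effect at the top dose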
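AMA1 (3D7) with his tag at 25 nM final met compounds first, then biotinylated RON2 peptide at 25 nM; detection used donor plus acceptor beads, 10 µg/mL apiece, read by AlphaScreen after 30 min at room temperature.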
HCV inhibitor: inhibitors of hepatitis C virus infection | AID 651820 | Potency, µM (top dose mostly 41.8 µM), without a hit: top-dose activity change, negative = inhibition, usual class: inhibitors | Huh7.5.1 HCVcc-Cre infection, luciferase reporter, 44 h | 340,000 tested, 3.4% active; also: potency is read from the fitted curve at half-maximal effect
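After 44 h co-culture of compound, cells and HCVcc-Cre (~0.5 moi), substrate is added for 15 min at room temperature and luciferase measured over 15 sec. Cells were seeded at 1,000/well and pre-cultured 4 h.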
Starred values were filed as active, the others as inactive; ? = inconclusive; · = no result given; & = joins results of further samples; [ ] = remark or other dose. Unless noted, calls follow the shape of the dose curve; as a rule, active = well fitted curve in the direction sought with a large enough effect; inconclusive = small, poorly fitted or top-dose-only effect, or another doubt; inactive = no such curve, though single readings can be large; an effect the other way counts as inactive or inconclusive. Unless noted, % is scaled to controls: 0 for no effect and ±100 for the full control effect.

#1 COC(=O)C(Cc1ccccc1)NC(=O)c1cccc(S(=O)(=O)N(C)C)c1 (stereo not drawn)
#2 CCOC(=O)C1CCCN(C(=O)c2sc3nc(-c4ccc(OC)cc4)cn3c2C)C1 (stereo not drawn)
#3 Cc1ccccc1CC(=O)N1CCN(S(=O)(=O)c2cccs2)CC1
#4 CCOc1ccc(NC(=O)c2c(C)oc3nc(C)nc(N4CCOCC4)c23)cc1
#5 Nc1ccc(Oc2ncccn2)c(Cl)c1
#6 Cc1ccc(Nc2sc(C(=O)c3ccccc3)c(N)c2S(=O)(=O)c2ccccc2)c(C)c1

Screen / compound no.	1	2	3	4	5	6
HCMV inh	-38	17	-12	31	91	-1
LmPK inh	-4%	-7%	1%	·	8%	·
AmpC no deterg	-17%	116%[activator]	34%	·	-19%	·
AmpC inh detg	5%	-12%	1%	23%	1%	18%
TbPYK inhibitor	3%	·	5%	1%	3%	-5%
AMA1-RON2 inh	-6%	11%	-13%	·	8%	·
HCV inhibitor	20%	-27%	4%	·	12%	·

#7 COc1ccc(OC)c(CNc2ncc(-c3ccc(F)cc3)n2C)c1
#8 CCc1nc2ccc(C(=O)Nc3ccc4c(c3)OCC(=O)N4)cn2c1N(CC)Cc1cccc(Br)c1
#9 CCCNC(=O)c1ccccc1NS(=O)(=O)c1ccc(OC)c(OC)c1
#10 CCOC(=O)C1CCCN(S(=O)(=O)c2ccc3[nH]c(=O)oc3c2)C1 (stereo not drawn)
#11 Cc1ccc(S(=O)(=O)N2CCC(C(=O)NCCCOC(C)C)CC2)cc1
#12 COC(=O)c1cccc(NC(=O)NC(=O)c2ccccc2Cl)c1

Screen / compound no.	7	8	9	10	11	12
HCMV inh	21	4	-4	-1	15	-22
LmPK inh	-3%	·	3%	·	-1%	0%
AmpC no deterg	0%	·	10%	·	12%	-22%
AmpC inh detg	-15%	·	-14%	-7%	1%	2%
TbPYK inhibitor	-12%	4%	2%	1%	-9%	-2%
AMA1-RON2 inh	-23%	21%	4%	·	-7%	1%
HCV inhibitor	-9%	·	20%	·	7%	-9%

#13 CCc1nnc2c(NCCc3ccc(OC)c(OC)c3)nc3ccccc3n12
#14 CC(C)OC(=O)Cn1cnc2ccc(Br)cc2c1=O
#15 Oc1c(Br)cc(Br)cc1C=Nc1cccc2ncccc12
#16 CN(CC(=O)NCCc1ccc(F)cc1)Cc1ccccc1
#17 CCC1(C)Cc2c(C#N)c(N)n(-c3ccccc3)c(=S)c2CO1 (stereo not drawn)
#18 Cc1ccc(-c2cc(C(=O)Oc3ccccc3)c3cc(C)ccc3n2)cc1

Screen / compound no.	13	14	15	16	17	18
HCMV inh	30&5	25	56	19	52	-21
LmPK inh	-2%	6%	·	1%	-2%	·
AmpC no deterg	4%	1%	·	6%	-11%	·
AmpC inh detg	2%&-8%	-9%	·	5%	-1%	0%
TbPYK inhibitor	3%&-1%	9%	-20%	4%	-4%	-3%
AMA1-RON2 inh	6%	-14%	16%	4%	-6%	·
HCV inhibitor	?	-21%	-30%	11%	7%	·

#19 O=C(c1cccs1)N1CCN(C(=O)C(c2ccccc2)c2ccccc2)CC1
#20 COc1ccc(-c2csc(N3CCN(Cc4ccc5c(c4)OCO5)CC3)n2)cc1
#21 Cc1cccc(OCc2nc(CC(=O)Nc3ccc(C)c(C)c3)cs2)c1
#22 Cc1c(Cl)c(C(=O)NNC(=S)Nc2ccccc2)nn1C
#23 CCn1nc(C)c(/C=N/NC(=O)c2ccoc2C)c1C
#24 CN(CCC#N)c1ccc(/C=C(\C#N)c2ccccn2)cc1

Screen / compound no.	19	20	21	22	23	24
HCMV inh	-24	-16	0	14	104	-18
LmPK inh	-6%	-8%	·	6%	?	?
AmpC no deterg	28%	-37%	·	-9%	-16%	-5%
AmpC inh detg	-2%	-6%	11%	2%	4%	5%
TbPYK inhibitor	-4%	-19%	1%	-25%	?	-8%
AMA1-RON2 inh	-3%	-12%	·	51%[activator]	3%	6%
HCV inhibitor	5%	5%	·	-18%	-3%	?

#25 CCc1ccc(C(=O)OCC(=O)c2c(N)n(CC(C)C)c(=O)n(C)c2=O)cc1
#26 Nc1nc(C(=O)N2CCOCC2)nn1C(=O)c1ccc(Cl)cc1
#27 CC(C)[C@H](NS(=O)(=O)c1cccc(C(F)(F)F)c1)C(=O)OCC(N)=O
#28 CCOc1ccc2[nH]c(=O)c(CN(CCCO)C(C)=O)cc2c1
#29 O=C(Nc1ccc(F)cc1)C(Sc1nnc2ccccn12)c1ccccc1 (stereo not drawn)
#30 N#CC(c1ccccc1)(c1ncc(C(F)(F)F)cc1Cl)N1CCOCC1 (stereo not drawn)

Screen / compound no.	25	26	27	28	29	30
HCMV inh	-65*	3	?	19	8	-17
LmPK inh	1%	-8%	2%	0%	-2%	2%
AmpC no deterg	80%[activator]	-9%	-3%	-9%	0%	4%
AmpC inh detg	4%	-11%	-8%	-12%	-10%	-7%
TbPYK inhibitor	2%	-1%	2%	-6%	2%	0%
AMA1-RON2 inh	-12%	4%	11%	1%	1%	15%
HCV inhibitor	?	26%	21%	6%	-10%	-1%

#31 Oc1ccc[n+](CC(O)c2ccccc2)c1 (stereo not drawn)
#32 CNC[C@H](Cc1ccccc1)NC[C@@H](Cc1cccc2ccccc12)NCCc1ccc(C)cc1
#33 Cn1c(SCC(=O)Nc2cccc(NC(=O)c3cccs3)c2)nnc1-c1ccncc1
#34 O=C(C1=C(O)C(=O)N(CCCn2ccnc2)C1c1ccccc1)c1ccco1 (stereo not drawn)
#35 COc1cc(C=NNC(=S)Nc2ccc(S(=O)(=O)N3CCCCC3)cc2)cc(OC)c1OC
#36 Cc1nc2ncnn2c(C)c1CCC(=O)NCCCN1CCN(c2cccc(Cl)c2)CC1

Screen / compound no.	31	32	33	34	35	36
HCMV inh	1	?	-10	·	-6	7
LmPK inh	·	3%	-2%	-3%	·	-4%
AmpC no deterg	-9%	134%[activator]	-28%	-8%	·	45%
AmpC inh detg	-10%	-11%	-10%	-5%	·	-1%
TbPYK inhibitor	1%	4%	0%	-1%	-4%	6%
AMA1-RON2 inh	-6%	55%[activator]	-4%	-18%	104%[activator]	0%
HCV inhibitor	1%	14%	5%	24%	·	?

#37 CC1CCC(=NNS(=O)(=O)c2ccc([N+](=O)[O-])cc2)CC1 (stereo not drawn)
#38 COC(=O)c1sc(N2C(=O)c3oc4ccccc4c(=O)c3C2c2cccs2)nc1C (stereo not drawn)
#39 N#CC(C#N)=C(C#N)c1ccc(Nc2ccccc2)cc1
#40 CCCCC1=NC2(CCCC2)C(=O)N1Cc1ccc(-c2ccccc2-c2nn[nH]n2)cc1
#41 CCOc1ccc(C(CC(=O)O)NC(=O)c2cccs2)cc1 (stereo not drawn)
#42 O=S(=O)(NC1=NCCC1)c1cccc(NS(=O)(=O)c2ccc(F)c(Cl)c2)c1

Screen / compound no.	37	38	39	40	41	42
HCMV inh	-19	8	28	·	-23	-5
LmPK inh	·	8%	-27%	1%	0%	·
AmpC no deterg	·	-23%	-29%	-25%	-13%	-23%
AmpC inh detg	·	1%	-14%	-3%	?	-11%
TbPYK inhibitor	9%	-2%	-5%	-7%	-16%	6%
AMA1-RON2 inh	3%	2%	5%	·	-3%	-1%
HCV inhibitor	11%	17%&20%	19%	·	14%	15%

#43 CC(C)Oc1ccc(CNC(=S)N/N=C/c2ccc([N+](=O)[O-])cc2)cc1
#44 COc1ccc(/C(N)=N/OC(=O)c2cccc([N+](=O)[O-])c2)cc1OC
#45 COCCNC(=O)CSc1ncnc2sc(-c3ccccc3)cc12
#46 Cc1cccc(C)c1NC(=O)N1CCC(C(N)=O)(N2CCCCC2)CC1
#47 CC1CCN(CC(=O)Nc2ccc(S(=O)(=O)N3CCCCC3)cc2)CC1
#48 CN(C)c1nc(N)c2nccnc2n1

Screen / compound no.	43	44	45	46	47	48
HCMV inh	-3	20	-4	12	-15	11
LmPK inh	-4%	4%	11%	·	-3%	·
AmpC no deterg	-38%	-20%	-26%	·	10%	·
AmpC inh detg	?	-4%	6%	23%	-3%	·
TbPYK inhibitor	-9%	-8%	1%	-1%	-2%	-4%
AMA1-RON2 inh	40%[activator]	0%	7%	·	10%	-4%
HCV inhibitor	5%	5%	?	·	?	14%

Reprinted at random: three records from the list
#48 CN(C)c1nc(N)c2nccnc2n1
#44 COc1ccc(/C(N)=N/OC(=O)c2cccc([N+](=O)[O-])c2)cc1OC
#43 CC(C)Oc1ccc(CNC(=S)N/N=C/c2ccc([N+](=O)[O-])cc2)cc1

Screen / compound no.	48	44	43
HCMV inh	11	20	-3
LmPK inh	·	4%	-4%
AmpC no deterg	·	-20%	-38%
AmpC inh detg	·	-4%	?
TbPYK inhibitor	-4%	-8%	-9%
AMA1-RON2 inh	-4%	0%	40%[activator]
HCV inhibitor	14%	5%	5%

Remaining list, next part.
#49 CC(C)NC(=O)C1CCCN(S(=O)(=O)c2ccc3c(ccn3C)c2)C1 (stereo not drawn)
#50 CN(C)c1c(F)cc(C(=O)NC(=O)NCc2cccnc2)cc1F
#51 C#CCOCCOCCOCCNc1nc(N2CCN(C(=O)[C@H](CCCCN)n3cc(C(N)CC(C)C)nn3)CC2)nc(N2CCN(C(=O)[C@H](CCC(=O)O)n3cc(C(N)[C@H](C)CC)nn3)CC2)n1 (stereo partly drawn)
#52 O=C1CC(N2CCN(c3cccc(C(F)(F)F)c3)CC2)C(=O)N1c1ccc(F)cc1 (stereo not drawn)
#53 COc1ccc(CN(C(=O)c2cc(=O)c3ccccc3o2)C2CCS(=O)(=O)C2)cc1OC (stereo not drawn)
#54 CC(=O)Nc1ccc(NC(=O)CSc2nc3ccccc3nc2N2CCOCC2)cc1

Screen / compound no.	49	50	51	52	53	54
HCMV inh	11	23	·	61	6&21	33
LmPK inh	·	-3%	4%	1%	0%	·
AmpC no deterg	·	-16%	151%[activator]	91%[activator]	-1%	·
AmpC inh detg	16%	-9%	-5%	-8%	?	18%
TbPYK inhibitor	-1%	-17%	-5%	-18%	-8%&-4%	3%
AMA1-RON2 inh	·	0%	76%[activator]	-9%	-1%	·
HCV inhibitor	·	7%	9%	25%	-6%	·
